Source: PubChem (several laboratories)
HTR5A inv ag – HTR5A inverse agonists in luminescence cell assay, primary screen, counter-screen for OPRM1-OPRD1 heterodimer inverse agonist project, full-deck HTS. 5-hydroxytryptamine receptor 5A (Homo sapiens), P47898. HTR5A cell line, inverse agonism. 340,000 compounds, 0.083% hits. AID 504634, 2011. inhibition, % at 9.3 µM; in the data active = inhibition mostly above about 23%, no sharp cut-off; inactive = mostly below about 18%;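 also: 0% = cells with DMSO and 100% = no-cell wells with DMSO; some compounds called inactive have numbers as strong as hits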
MOR-DOR ag – agonists of OPRM1-OPRD1 heterodimerization, primary screen, cell-based, luminescence; Mu-type opioid receptor (Homo sapiens) + Delta-type opioid receptor (Homo sapiens), …; cells; activation, % at 9.3 µM; 340,000 compounds, 0.3% hits; AID 504326, 2011; in the data active = activation above about 18%;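 also: 0% = vehicle-treated cells and 100% = reference agonist; values of inactives mirror those of a sister screen read the other way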
Target sequence (P35372 whole entry, looked up): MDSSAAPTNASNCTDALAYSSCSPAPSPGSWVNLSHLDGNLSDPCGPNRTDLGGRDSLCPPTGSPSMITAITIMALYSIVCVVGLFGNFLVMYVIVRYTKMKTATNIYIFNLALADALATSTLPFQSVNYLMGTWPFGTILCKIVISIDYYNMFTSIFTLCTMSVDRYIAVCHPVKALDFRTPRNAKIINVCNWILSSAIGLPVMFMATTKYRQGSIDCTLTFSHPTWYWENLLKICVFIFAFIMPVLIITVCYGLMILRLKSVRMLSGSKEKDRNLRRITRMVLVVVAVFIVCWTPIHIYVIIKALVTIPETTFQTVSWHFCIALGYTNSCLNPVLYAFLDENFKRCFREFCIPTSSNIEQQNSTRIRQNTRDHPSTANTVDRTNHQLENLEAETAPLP
Target sequence (P41143 whole entry, looked up): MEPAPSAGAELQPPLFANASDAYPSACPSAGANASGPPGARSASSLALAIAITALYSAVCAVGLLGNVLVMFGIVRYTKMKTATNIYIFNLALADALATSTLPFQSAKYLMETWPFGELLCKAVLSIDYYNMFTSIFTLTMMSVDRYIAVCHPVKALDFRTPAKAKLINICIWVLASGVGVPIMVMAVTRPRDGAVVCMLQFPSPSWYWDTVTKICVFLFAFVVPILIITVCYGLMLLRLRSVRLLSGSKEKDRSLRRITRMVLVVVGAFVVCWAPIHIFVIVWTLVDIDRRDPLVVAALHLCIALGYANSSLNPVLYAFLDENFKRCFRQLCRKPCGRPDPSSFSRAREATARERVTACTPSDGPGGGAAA
PfHsp90 set2 – growth inhibition of PfHsp90-expressing yeast, primary screen, antimalarial PfHsp90 inhibitor project, S. cerevisiae, BacTiter-Glo luminescence, single point, set 2 | 310,000 compounds, 0.32% hits | inhibition, % at 9.4 µM | BacTiter-Glo ATP, 48 h; yeast lacking PDR1 and PDR3 efflux regulators;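 active = every replicate shows inhibition above about 80%, whatever the replicate mean, limit read from the data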;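 also: 0% = DMSO neutral controls and 100% = 20 µM radicicol positive controls; yeast relying on Plasmodium falciparum Hsp90 in place of its own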
Mot1-301 SUMO – yeast Mot1-301 growth rescue at high temperature, primary screen, SUMOylation pathway inhibitor project, S. cerevisiae, ATP luminescence, 38.5C; S. cerevisiae Mot1-301 growth rescue; percent above DMSO median, 100 means doubled; growth rescue, % at 18.8 µM; 320,000 compounds, 1% hits; AID 2716, 2010;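 active = every valid replicate shows activation above 250% relative to neutral control wells; inactive = the rest, any valid replicate at or below 250%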;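 also: OY570 slx delta 5 strain wells were the positive control but not used for scaling; some compounds called inactive have numbers as strong as hits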
PKA-R1A activ – activators of PKA-R1A holoenzyme, primary screen, biochemical, fluorescence polarization, Cy5-IP20, bovine R1A, mouse PKAc; 340,000 compounds, 0.083% hits; AID 504707, 2011; cAMP-dependent protein kinase type I-alpha regulatory subunit (Bos taurus) + …; activation, % at 11.4 µM; PKA-R1A dissociation; scaled: DMSO 0%, 113 µM cGMP 100%;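 active = percent activation above the mean of all tested compounds plus 3 SD, cut at about 19% in these data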;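 also: higher means more PKAc released from R1A so a rise in polarization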
AddAB inh – growth inhibition of E. coli expressing H. pylori AddAB, primary screen, AddAB inhibitor project, absorbance; inhibition, % at 11.9 µM; 330,000 compounds, 0.29% hits; AID 435030, 2010; in the data active = inhibition above about 12%;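 also: 0% = vehicle wells of infected cells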
DSG3 Ab inh – inhibitors of pemphigus antibody binding to DSG3, primary screen, biochemical, bead-based, flow cytometry, scFv-GFP; Desmoglein-3 (Homo sapiens), P32926; DSG3-coupled beads, scFv-anti-DSG3-GFP binding; hits give low values; binding (percent of control), % at 10 µM; 310,000 compounds, 0.48% hits; AID 588358, 2011;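 active = binding more than 3 SD below its plate's average and above zero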;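 also: hits lower antibody fragment binding to DSG3; some compounds called inactive have numbers as strong as hits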
E coli growth – E. coli V3065 growth inhibition, primary screen, counter-screen for AddAB inhibitor project, absorbance, OD600; inhibition, % at 11.9 µM; 330,000 compounds, 0.27% hits; 18 h;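 active = inhibition above the campaign's mean inhibition across all tested compounds plus 3 SD, cut at about 9.9% in these data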;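 also: uninfected addAB+ strain grown without phage in ampicillin broth; 0% = DMSO wells and 100% = ciprofloxacin 0.95 µg/ml wells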
phage Ecoli inh – growth loss of phage-infected E. coli, primary screen, RecBCD inhibitor project, absorbance, with phage, HTS | inhibition, % at 11.9 µM | 360,000 compounds, 0.26% hits | AID 651602, 2012; in the data active = inhibition above about 11%
OPRM1-OPRD1 inv – inverse agonists of MOR-DOR heterodimerization, primary screen, cell-based, luminescence; inhibition, % at 9.3 µM; AID 504357, 2011; Mu-type opioid receptor (Homo sapiens) + Delta-type opioid receptor (Homo sapiens), …; cell-based MOR-DOR heterodimer luminescence, inverse agonism; 340,000 compounds, 0.21% hits; in the data active = inhibition above about 22%, passing the limit was not always enough;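 also: 0% = cells with DMSO and 100% = wells without cells with DMSO; values of inactives mirror those of a sister screen read the other way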
HTR5A ag ctr – HTR5A agonists in luminescence cell assay, primary screen, counter-screen for OPRM1-OPRD1 heterodimer agonist project, full-deck HTS; 5-hydroxytryptamine receptor 5A (Homo sapiens), P47898; activation, % at 9.3 µM; 340,000 compounds, 0.61% hits; cell-based; in the data active = activation mostly above about 9.5%, no sharp cut-off; inactive = mostly below about 7.6%;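 also: 0% = cells with vehicle only and 100% = reference agonist; strong numbers were not always called active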
Active calls of the source: *; · = not tested or not shown. Rows were taken by chance; about 3.2% have a hit in one of these screens.

molecule	MOR-DOR ag	PfHsp90 set2	AddAB inh	HTR5A ag ctr	Mot1-301 SUMO	OPRM1-OPRD1 inv	PKA-R1A activ	E coli growth	HTR5A inv ag	phage Ecoli inh	DSG3 Ab inh
O=C(Cc1ccccc1F)Nc1ccc(SC(F)F)cc1	-0.8	2	3.3	2	-7	6	-1	1.8	3	3.4	106
CCOC(=O)c1c(NC(=O)CSc2nnc(-c3c[nH]c4ccccc34)n2CCOC)sc2c1CCCCC2	-0.6	-11	-1.1	6	7	3	-4	-2.5	-15	1.1	105
C=CCOc1ccc(/C=C/C(=O)OCC(=O)N2CCC(c3ccccc3)=N2)cc1	-0.2	12	-1.0	6	-3	1	-8	0.2	-3	1.3	98
COc1cccc(N2C(=O)CC(Nc3ccc(N4CCOCC4)cc3)C2=O)c1 (stereo unspecified)	1.8	8	0.6	-1	-31	-10	6	-1.7	4	·	99
CCCc1ccc(C(=O)NNc2ccccc2F)cc1	-1.6	20	3.8	5	-16	8	-9	2.9	15	0.6	·
COc1cc2[nH]c(=O)n(CCC(=O)N3CCN(Cc4ccccc4)CC3)c(=O)c2cc1OC	-1.5	3	-1.8	0	4	8	3	-3.5	-18	-0.8	90
CCC(C(=O)NCCCN1CC(C)CC(C)C1)n1ncn2c(cc3occc32)c1=O (stereo unspecified)	-0.1	-11	1.1	1	-11	1	1	2.1	10	2.1	99
O=C(O)CCCNS(=O)(=O)c1ccc2c(c1)OCCCO2	-3.0	3	3.4	-2	11	15	-1	-0.3	6	2.5	100
COc1ccccc1/C=C/C(=O)NCCC1=CCCCC1	-0.6	-7	-1.3	-5	0	4	-2	-0.3	-10	2.2	101
CC(=O)Nc1ccc(/C=N/OCC(=O)Nc2ccc(C)cc2)cc1	-3.9	-1	1.1	-1	113	20	-11	1.4	-20	1.6	98
CCOCCCN1CC(C(=O)NCCc2ccc(C)cc2)CC1=O (stereo unspecified)	-1.8	4	2.1	-1	0	10	5	0.4	-20	3.9	108
Cc1cc(O)c(C2(O)C(=O)Nc3cc(Br)ccc32)cc1C (stereo unspecified)	-3.9	-2	0.1	5	2	18	0	3.1	-18	0.2	108
COC(=O)c1cc(-c2ccc(OC)c(OC)c2)c2c(=O)[nH]c(=O)n(C)c2n1	-2.5	-32	-0.7	-2	228	11	11	-2.6	6	-3.0	104
Cc1ccc(C(=O)Nc2cccc(NC(=O)c3cccnc3)c2)cc1	3.6	6	3.3	2	-20	-23	-2	-2.3	-4	1.8	93
C/C(=N/NC(=O)CSc1nc2ccccc2n1C)c1ccc(O)cc1	-2.7	22	2.9	-1	0	14	-6	-1.5	3	4.9	101
Cc1ccc(CN2C(=O)CCC2C(=O)NC(C)C)cc1 (stereo unspecified)	-1.1	11	-6.7	2	16	6	16	-0.4	-5	3.4	95
CCOC(=O)CSc1nc2cc(C(=O)N3CCCC3)ccc2c(=O)n1Cc1ccccc1	-0.4	-14	-1.2	3	4	3	6	-2.9	-14	1.1	·
O=C(C1CCCN(CCCc2ccccc2)C1)N1CCCCC1 (stereo unspecified)	-1.9	-24	2.6	-1	17	9	14	0.2	-14	0.1	105
Cc1cc(C(=O)CSc2nc3ccc(Cl)cc3[nH]2)c(C)n1Cc1ccco1	2.0	-10	-0.3	1	-10	-11	-12	-0.1	-4	-1.5	97
COc1ccc(/C=N/NC(=O)c2cccc(NC(C)=O)c2)c(OC)c1	-2.4	-19	-1.6	-1	3	14	-12	-0.2	3	1.0	100
COc1ccccc1NC(=S)NC(=O)Cc1ccc(Cl)cc1	4.3	-2	1.8	4	15	-20	1	-1.4	-15	1.6	100
CCOC(=O)CN(C(=O)CNC(=O)c1ccco1)C(C(=O)NC1CCCC1)c1ccccc1OCC (stereo unspecified)	-2.0	-4	0.0	3	·	11	-9	-1.8	9	0.8	102
Cc1ccc(NC(=O)NCCCN2CCCC2=O)cc1C	-0.9	6	-3.4	3	13	6	-12	-1.3	-4	3.6	98
Cc1ccc(CNC(=O)CCC2CCCN(Cc3cccc4cccnc34)C2)o1 (stereo unspecified)	-2.4	·	1.0	0	0	12	-2	-0.6	0	-1.2	120
Cc1ccccc1N/N=C/c1ccc(C#N)cc1	2.6	19	4.8	3	3	-13	-7	2.4	-12	3.6	99
COc1cccc(NC(=O)CNC(=O)Cn2cnc3sc4c(c3c2=O)CCCC4)c1	0.2	16	1.0	7	-1	-1	-1	1.3	-30	3.4	97
CCOC(=O)Cc1csc(NS(=O)(=O)c2cccc([N+](=O)[O-])c2)n1	-3.8	2	-2.2	8	5	19	-3	-0.4	-22	2.2	111
O=C(COC(=O)C1CCC(=O)N1)Nc1ccc(Cl)cc1Cl (stereo unspecified)	-1.8	25	1.2	1	0	10	-6	1.0	-25	1.9	·
Cc1ccc(NC(=O)c2ccccn2)c(Br)c1	1.4	-66	2.5	0	16	-7	2	2.2	1	6.1	98
C=CCNC(=S)Nc1ccc2nc(C)oc2c1	-2.3	·	0.1	-4	13	11	-8	-0.5	-16	0.9	112
CCOc1ccccc1C1CC(c2ccc(Br)cc2)Nc2nc(N)nn21 (stereo unspecified)	5.2	-5	5.4	-5	1	-27	4	-2.1	15	1.5	104
Cc1ccc(OC(=O)N2CCOCC2)cc1	-2.5	·	5.8	7	-12	15	-11	1.1	-19	3.4	·
CCn1c(Cc2cccs2)nnc1SCC(=O)NC1CC1	-1.8	-12	-0.1	6	24	9	-13	1.1	-8	-0.6	·
COc1ccc(NC(=O)C2CCCN2S(=O)(=O)c2cccc3cccnc23)cc1OC (stereo unspecified)	-1.7	-18	0.4	-1	414*	9	-15	0.6	5	0.6	100
COc1ccc(CN(C(=O)c2ccco2)c2ccc(Br)cc2)cc1OC	-2.1	64	2.1	-7	-25	11	-5	-2.2	11	-0.3	103
CCn1cc(C(=O)Nc2ccccc2C(=O)OC)cn1	·	·	2.6	·	3	·	·	-1.3	·	5.2	107
Cc1ccc(-c2cc(C(=O)N(C)Cc3cnn(C)c3C)c3cc(Br)ccc3n2)cc1	0.8	8	0.3	1	-17	-5	-12	1.3	0	0.8	89
COc1cccc(-c2cc3onc(-c4ccccc4)c3c(=O)n2C)c1	-3.1	14	4.7	1	1	18	-1	2.7	-4	1.8	104
COc1ccc(S(=O)(=O)N2CCCOC2CNC(=O)C(=O)NCCCN2CCOCC2)cc1C (stereo unspecified)	-0.5	16	-2.0	-2	415*	3	-10	-0.1	5	2.1	103
CCC1(CC(C)C)SC(N)=NC1=O (stereo unspecified)	1.1	22	·	-1	·	-6	4	·	3	3.3	122
Cn1cccc1C(=O)NC(=O)COC(=O)c1cc(S(=O)(=O)N2CCCCC2)ccc1Cl	·	-17	2.7	·	80	·	·	-0.9	·	3.8	99
O=C(Nc1sc2c(c1C(=O)O)CCCC2)c1ccc(Cl)cc1	-0.9	-30	4.0	-2	-14	4	-9	2.2	-20	-0.7	96
CCNC1=C(Cl)C(=O)c2ccccc2C1=O	5.9	-4	3.6	-1	3	-35	-2	-1.3	-5	1.6	96
CN(Cc1ccccc1)C(=O)CN1C(=O)c2ccccc2S1(=O)=O	0.9	-10	2.5	1	161	-8	-2	-1.4	-5	1.7	124
Cc1ccc(S(=O)(=O)N2c3ccccc3NC(=O)CC2C)cc1 (stereo unspecified)	-0.5	-8	3.1	9	-4	3	-21	2.3	4	1.5	105
CCOc1ccc(NC(=S)Nc2ccc(F)cc2)cc1	-2.4	-13	-1.0	-1	1	12	0	-0.3	4	-0.2	120
Cc1ccc(S(=O)(=O)N/N=C/c2cc(Br)c(C)o2)cc1	-2.9	8	2.8	7	-9	12	8	2.2	-18	2.5	·
O=C1c2ccccc2C(=O)N1CC#CCN1CCN(C(c2ccccc2)c2ccccc2)CC1	3.6	9	-1.0	-4	1	-19	-4	1.6	15	-1.3	110
COC(=O)c1cccc(NC(=O)CSc2nnc(COc3ccc(C#N)cc3)n2-c2ccccc2)c1	-0.2	19	1.2	0	-15	1	0	-0.7	0	2.3	·
COc1cc2nc(N(CCCN(C)C)C(=O)c3ccc(S(=O)(=O)N(C)C4CCCCC4)cc3)sc2cc1OC	-0.4	5	4.9	-1	-17	3	-15	-1.9	3	2.1	102

(list continues)
molecule	MOR-DOR ag	PfHsp90 set2	AddAB inh	HTR5A ag ctr	Mot1-301 SUMO	OPRM1-OPRD1 inv	PKA-R1A activ	E coli growth	HTR5A inv ag	phage Ecoli inh	DSG3 Ab inh
O=C(O)CCCC(=O)Nc1c(F)c(F)c(F)c(F)c1F	-1.3	0	-2.6	8	169	8	-9	-3.5	-21	1.6	106
Cc1cc(OCC(=O)OCC(=O)NCC2CCCO2)ccc1Cl (stereo unspecified)	-2.1	-5	3.5	-2	·	8	2	-2.8	5	1.6	·
Cc1ccc(C)c(CN2CCC(n3nccc3NC(=O)C3CCCC3)CC2)c1	0.5	-53	3.1	4	6	-4	9	-0.1	-8	0.9	100
O=S(=O)(c1ccc(NC(=S)NCc2cccnc2)cc1)N1CCCCC1	-0.5	-1	0.3	1	-13	3	-10	-1.8	-7	-2.2	106
Cc1ccc(C(=O)NCc2nc3ccccc3[nH]2)o1	-2.4	-6	1.3	-3	-7	16	-1	-4.9	6	0.5	·
O=C(NC(Nc1ncc(S(=O)(=O)c2ccc([N+](=O)[O-])cc2)s1)(C(F)(F)F)C(F)(F)F)c1ccc(Cl)cc1	7.9	-22	2.9	3	-4	-48	-1	-0.9	-5	2.8	106
CN(C)c1ccc(/C=C2\SC(=O)N(CCc3nnc(N)s3)C2=O)cc1	4.1	7	-1.9	3	-10	-21	-6	-3.9	-9	3.2	95
CC(Sc1ccc2c(c1)OCCO2)C(=O)Nc1ccc(N2CCOCC2)cc1 (stereo unspecified)	-1.3	-47	1.5	2	98	7	5	3.4	-6	1.9	97
ON(CCc1ccccn1)Cc1ccccc1	-6.8	-11	·	-2	·	35	-5	·	8	2.5	113
O=C(NC(=S)NCCN1CCOCC1)c1ccc(F)cc1	-0.2	-22	3.4	-3	21	1	-8	0.0	10	-0.1	105
